Bioassay records: PubChem BioAssay, Sanford-Burnham Center for Chemical Genomics
Mdm2-MdmX inh – inhibitors of human Mdm2-MdmX association, primary screen, cell-based, luminescence, split luciferase, SaOS-2, uHTS; Protein Mdm4 (Homo sapiens) + E3 ubiquitin-protein ligase Mdm2 (Homo sapiens), …; 330,000 tested, 3% active; inhibition, % at 8 µM; SaOS-2 split-luciferase Mdm2/MdmX complementation;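 active means inhibition of at least 50% at 8 µM in the primary screen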
Target sequence (O15151 whole entry, looked up): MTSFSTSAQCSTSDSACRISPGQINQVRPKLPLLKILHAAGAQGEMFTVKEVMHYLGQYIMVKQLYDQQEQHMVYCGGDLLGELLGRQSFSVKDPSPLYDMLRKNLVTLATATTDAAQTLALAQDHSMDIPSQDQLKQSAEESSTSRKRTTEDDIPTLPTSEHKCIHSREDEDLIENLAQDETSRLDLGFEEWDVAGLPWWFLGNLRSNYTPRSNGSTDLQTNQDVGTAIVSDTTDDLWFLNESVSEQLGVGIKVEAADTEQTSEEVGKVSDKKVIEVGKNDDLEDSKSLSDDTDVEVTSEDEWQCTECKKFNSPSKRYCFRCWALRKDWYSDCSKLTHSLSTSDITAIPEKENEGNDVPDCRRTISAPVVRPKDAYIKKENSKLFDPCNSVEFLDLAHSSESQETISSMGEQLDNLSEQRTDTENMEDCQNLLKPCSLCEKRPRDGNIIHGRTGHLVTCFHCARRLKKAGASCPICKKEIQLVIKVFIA
Target sequence (Q00987 whole entry, looked up): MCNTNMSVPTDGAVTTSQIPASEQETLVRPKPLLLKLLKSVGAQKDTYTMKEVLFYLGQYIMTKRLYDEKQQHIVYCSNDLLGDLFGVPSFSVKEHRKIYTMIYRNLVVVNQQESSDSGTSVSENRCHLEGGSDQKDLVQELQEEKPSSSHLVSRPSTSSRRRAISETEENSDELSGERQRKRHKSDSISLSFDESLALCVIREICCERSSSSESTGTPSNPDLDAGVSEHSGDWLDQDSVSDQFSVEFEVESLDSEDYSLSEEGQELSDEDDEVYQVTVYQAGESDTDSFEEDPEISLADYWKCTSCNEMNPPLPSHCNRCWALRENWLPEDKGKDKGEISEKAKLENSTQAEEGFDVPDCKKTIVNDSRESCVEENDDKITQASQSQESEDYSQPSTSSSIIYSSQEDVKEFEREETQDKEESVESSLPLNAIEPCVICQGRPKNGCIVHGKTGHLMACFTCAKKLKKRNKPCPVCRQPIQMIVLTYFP
TIM10 inh – growth inhibitors of isogenic TIM10 control yeast, primary screen, counter-screen for tim10-1 yeast inhibitor project, luminescence, uHTS; S. cerevisiae TIM10 strain growth, BacTiter-Glo luminescence, 24 h; inhibition, % at 10 µM; 330,000 tested, 1.4% active; AID 463195, 2010;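 active means inhibition of 40% or more at the single tested concentration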;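 further: wild-type TIM10 isogenic control strain grown at permissive 25 °C; 0% = DMSO yeast wells and 100% = minimal medium wells without yeast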
tim23-1 inh – growth inhibitors of tim23-1 mutant yeast, primary screen, luminescence, uHTS. inhibition, % at 20 µM. S. cerevisiae tim23-1 growth, BacTiter-Glo luminescence, 24 h. 330,000 tested, 1.3% active;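 active means growth inhibition of the mutant yeast at or above 50%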;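 further: temperature-sensitive mutant grown at 25 °C; plate controls were DMSO-treated mutant yeast for no effect and medium wells lacking yeast for full effect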
APJ agonist – agonists of human apelin receptor APJ, primary screen, CHO-K1 cells, PathHunter beta-arrestin, luminescence | P35414 | 0% DMSO wells, 100% apelin | activation, % at 20 µM | 330,000 tested, 0.11% active;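 active means activation more than six SD over the plate average, tested at 20 µM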;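 further: 0% = DMSO alone and 100% = apelin-13 at 10 nM; some results filed as inactive read as strong as hits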
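Incubation: overnight seeding, 90 min compound at 25 °C, 1 h detection; test system: PathHunter CHO-K1 APJ (AGTRL-1) beta-arrestin reporter cells; amount: 1000 cells/well; doses: one dose, 20 µM compound, 1% DMSO; measured by: beta-gal luminescence; measure: agonist-driven arrestin binding to APJ; benchmarks: negative DMSO alone, positive Apelin-13 at 10 nM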
XBP1 UPR activ – activators of adaptive XBP1 UPR arm, primary screen, cell-based, CHO-XBP1 luciferase reporter, luminescence, uHTS; IRE1-XBP1 UPR activation; percent of tunicamycin response, DMSO as zero; activation, % at 20 µM; 330,000 tested, 0.33% active; AID 463104, 2010;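 active means versus positive control, 20 µM dose yields 30% or more activation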;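 further: 100% = tunicamycin at 10 µg/mL and 0% = DMSO only wells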
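Material – CHO cell line with stable XBP1 luciferase reporter · Buffer or medium – F12 plus 10% FBS · Compound – single point, 20 µM final compound, 1% DMSO · Schedule – 16-18 h cell attachment at 37 °C, then 6 h compound exposure · Signal – Steady-Glo luminescence read · Benchmarks – high control tunicamycin 10 µg/mL final, low control DMSO vehicle only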
NLRP3 yeast inh – NALP3 inflammasome inhibitors in reconstituted yeast, primary screen, luminescence, uHTS; Yeast reconstituted NLRP3/ASC/caspase-1, beta-gal luminescence, 24 h; 330,000 tested, 0.39% active; inhibition, % at 10 µM;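 active means inhibition of 50% or more; inactive means inhibition below 50%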;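 further: plate controls were induced DMSO wells for no effect and uninduced yeast grown without galactose for full effect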
CHOP UPR activ – activators of apoptotic CHOP UPR arm, primary screen, cell-based, CHO-CHOP luciferase reporter, luminescence, uHTS; UPR activation; percent of tunicamycin response over DMSO baseline; activation, % at 10 µM; 330,000 tested, 0.34% active; AID 449763, 2010;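 active means at 10 µM dose, activation of 40% or more, normalized to positive control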;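 further: 100% = tunicamycin at 10 µg/mL and 0% = DMSO alone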
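System: CHO-CHOP luciferase reporter cell line | Buffer or medium: F12 medium containing 10% fetal bovine serum | Doses: One dose, 10 µM in 0.5% DMSO | Times: 6 h compound exposure at 37 °C after overnight seeding | Signal: Luciferase luminescence | Read-out: % activation vs tunicamycin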
tim10-1 inh – growth inhibitors of tim10-1 mutant yeast, primary screen, luminescence, uHTS | S. cerevisiae tim10-1 ts strain growth, BacTiter-Glo, 24 h | inhibition, % at 20 µM | 330,000 tested, 2.2% active;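 active means inhibition of at least 40%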;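 further: mutant grown at 25 °C; 0% = DMSO wells with yeast and 100% = wells holding no yeast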
NR3A LBD binder – binders of NR3A ligand-binding domain, primary screen, biophysical, differential scanning fluorimetry, uHTS. AID 1259313, 2017. 340,000 tested, 2.5% active. Glutamate receptor ionotropic, NMDA 3A (GRIN3A) ligand-binding domain. NR3A LBD differential scanning fluorimetry, Tm shift; 0% = protein alone, 100% = glycine-bound protein. Tm shift relative to glycine control, % at 25 µM;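 active means melting temperature shift of at least 10% of the positive control shift, at one fixed dose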
Starred values were filed as active, the others as inactive. No enrichment for hits, and some 8.2% of all compounds hit somewhere here.

SMILES	Mdm2-MdmX inh	TIM10 inh	tim23-1 inh	APJ agonist	XBP1 UPR activ	NLRP3 yeast inh	CHOP UPR activ	tim10-1 inh	NR3A LBD binder
O=C(c1ccc(COc2ccccc2)o1)N1CCN(S(=O)(=O)c2ccccc2Cl)CC1	27	16	44	0	-3	9	-0.5	13	0
Cc1cc(NC(=O)C(C)SCC(=O)OCc2ccc(Cl)cc2Cl)no1 (stereo not drawn)	34	14	37	-2	-1	21	-0.4	13	-1
CN(NC(=O)COc1ccccc1)C1=NS(=O)(=O)c2ccccc21	-15	2	-13	-1	-5	14	-3.4	4	-1
CCCCC(=O)Nc1ccc(C(N)=O)cc1	-13	-8	22	8	-1	15	-0.8	10	-1
COc1ccccc1OCC(=O)OC/C(O)=C(\C#N)c1nc2ccccc2[nH]1	26	1	-9	-5	-2	-2	3.5	12	-2
Cc1nc(C)c(-c2ccc(SCc3ccccc3C)nn2)s1	-17	-4	30	-3	2	24	6.1	39	-2
Cn1c(=O)c2[nH]c(N3CCOCC3)nc2n(-c2ccccc2)c1=O	-18	-3	0	-5	-2	0	-0.4	5	0
CS(=O)(=O)c1ccc(-c2sc3cc4c(cc3c2C(=O)NN2CCOCC2)OCO4)cc1	-9	9	7	1	-2	-12	0.4	4	-1
CC(C)(C)OC(=O)C1C(=O)CC(C)(O)C(C(=O)OC(C)(C)C)C1c1cccnc1 (stereo not drawn)	16	-1	13	1	1	0	3.4	14	-1
CCCCCOC(=O)Nc1ccc(S(=O)(=O)Nn2cnnc2)cc1	45	-3	3	2	0	2	-2.5	-6	-1
Cc1ccc(NC(=O)c2noc3c2CC(C(C)(C)C)CC3)cc1 (stereo not drawn)	14	1	12	6	0	2	4.3	12	-2
CCN(CC)S(=O)(=O)c1ccc(C(=O)N2CCc3ccccc32)cc1	13	-15	-1	-2	2	14	0.9	22	-1
COc1ccccc1-c1c(NC(=O)c2ccco2)n(C)c2ccccc2c1=O	11	19	13	-1	-2	6	2.7	17	-1
Nc1nc2ccccc2n1CCOc1ccccc1Cl	29	16	12	3	-7	0	-0.4	-15	1
C[C@H]1C=C(C(=O)N2CCN(Cc3ccc4c(c3)OCO4)CC2)O[C@@H](OCc2ccc(CO)cc2)C1	25	14	7	-4	-5	21	0.4	14	4
CC(OC(=O)CNC(=O)c1ccc(Cl)cc1)C(=O)NC1CCCCC1C (stereo not drawn)	-17	8	1	-8	-1	4	1.7	12	1
COc1ccc(S(=O)NC2CCCCC2)c(OC)c1C (stereo not drawn)	14	-10	5	-1	-2	6	0.5	3	0
COc1ccc(CC(=O)Nc2c3c(nn2-c2ccccc2C)CS(=O)C3)cc1 (stereo not drawn)	21	-12	97*	-6	-2	0	-0.2	14	2
O=C(N/C(=C\c1cccc([N+](=O)[O-])c1)C(=O)N1CCOCC1)c1cccc(Br)c1	-12	1	9	6	0	12	0.2	8	3
CCC(=O)N1CCN(c2ccc(NC(=O)COc3ccc(C)cc3C)cc2)CC1	30	9	18	-3	-4	16	-1.6	28	-1
O=C(Cn1ccc([N+](=O)[O-])n1)N1CCc2ccccc21	15	2	17	-4	-4	2	-0.9	5	1
C[C@H](NC(=O)[C@@H]1CSC2c3ccccc3C(=O)N21)C(=O)NC1CCCC1 (stereo partly drawn)	5	0	-3	-3	-2	-1	0.8	5	0
CC1(c2nnc(Cc3ccccc3)o2)CC(c2ccc([N+](=O)[O-])cc2)=NO1 (stereo not drawn)	-51	22	43	14	-4	40	-0.5	31	0
CC[C@@]1(C(=O)OC)N[C@H](CN(C)C(=O)Nc2ccc(C)cc2)[C@@H]2C(=O)N(C)C(=O)[C@@H]21	23	2	-3	-4	0	-5	0.0	-13	2
COc1ccccc1NC(=O)/C(=N/OCc1ccc(F)cc1)C(C)=O	10	18	31	-4	-2	19	1.0	21	-1
COc1ccc2oc(-c3ccccc3)c(C(=O)O)c2c1	19	-26	-3	-1	-4	10	2.0	5	-2
Cc1cc(C)c2nc(-c3cccnc3)cc(C(=O)Nc3ccc(S(=O)(=O)Nc4onc(C)c4C)cc3)c2c1	-29	-10	16	-1	-4	13	1.6	3	2
Cc1ccc(-c2cc(C(=O)Nc3ccc(S(=O)(=O)N4CC(C)OC(C)C4)cc3)[nH]n2)c(O)c1 (stereo not drawn)	10	6	3	-3	-3	13	0.9	1	30*
Cc1ccnc(NC(=O)c2cccc(NC(=O)c3ccccc3C)c2)c1	-8	5	11	-1	-3	11	1.2	-3	-1
CCC(=O)Nc1cccc(C(=O)/C=C/c2ccc(F)cc2)c1	89*	47*	32	-2	35*	7	9.4	48*	-1
Cc1cccc2cc(C(c3nnnn3CC3CCCO3)N3CCOCC3)c(=O)[nH]c12 (stereo not drawn)	8	-1	10	-1	0	-1	0.1	3	-1
CC(/C=N\NC(=O)c1ccc(C)nc1)=C\c1ccccc1	-4	-18	-5	-2	-2	3	0.4	-23	-1
c1ccc2sc(NC3=NCN(CC4CCCO4)CN3)nc2c1 (stereo not drawn)	0	-5	13	1	0	15	3.3	15	-1
CC(NS(=O)(=O)OCC(Cl)(Cl)Cl)c1ccc(Br)cc1 (stereo not drawn)	-6	-15	21	5	-2	0	1.9	14	-10
O=C(N/N=C/c1cn(-c2ccccc2)nc1-c1cccnc1)c1ccc(F)cc1	19	-48	13	2	4	-1	0.7	-54	-7
CCn1cc(C(=O)N2CCN(c3ccc(F)cc3)CC2)c2cc(OC)c(OC)cc2c1=O	25	-3	4	0	-2	1	-0.2	10	-1
CCCNC(=O)CN(C)S(=O)(=O)c1c(C)cc(C)cc1C	15	0	10	-1	-3	-4	-1.5	-1	-3
CN(CC(=O)NCc1ccco1)CC(=O)Nc1ccc(F)c(F)c1F	-15	-7	-5	1	-2	22	-0.1	2	-1
NC1=NC(=O)S/C1=C\c1ccc(O)cc1	12	2	22	-4	2	16	-0.9	-9	32*
CCC(CC)=N/N=C/c1c(O)n(CC)c2cc(C3=NNC(=O)CC3)ccc12	7	6	16	-2	6	18	0.6	12	0
Cc1ccc(OCc2nnc(SCC(=O)CC(=O)Nc3ccccc3)o2)cc1	-2	14	31	11	-3	14	-2.3	31	-8
Cc1c(N=C2SCC(=O)N2/N=C/c2ccccc2Cl)c(=O)n(-c2ccccc2)n1C	-31	2	5	-5	-1	8	-0.7	17	0
CCOC(=O)CC(=O)CSc1nc2c(c(C)c1C#N)CCC2	21	8	24	-1	0	14	-1.9	22	20*
COc1cccc(NC(=O)/C=C/c2ccccc2[N+](=O)[O-])c1	-115	16	9	1	0	18	6.4	6	27*
COc1ccc(C(=O)/C=C2/C(=O)Nc3ccccc32)cc1OC	39	76*	80*	2	-2	26	48*	64*	8
CC1O[C@@H]2O[C@](O[C@H](C)CC[C@@H](C)O)(c3ccccc3)O[C@@H]2C[C@H]1O (stereo partly drawn)	23	-7	-6	-4	-2	17	-0.9	-28	-1
Cc1ccc(C(=O)Nn2cnc3scc(-c4cccs4)c3c2=O)c(O)c1	25	15	14	-4	-4	-6	0.3	12	4
NC(=O)c1ccccc1N/C=C/C(=O)c1ccco1	-34	-18	1	-4	1	-10	2.6	-22	4
Cc1sc2ncnc(N3CCC(C(=O)Nc4ccc(F)cc4Cl)CC3)c2c1C	23	30	42	1	0	33	-1.1	30	-3
COc1ccc(C(=O)NCCCNC(=O)c2cc3ccccc3[nH]2)cc1OC	-3	10	-6	-4	0	22	3.2	-13	-10
Cc1cccc(C(=O)NCc2nnc(SCC(=O)NC3=NCCS3)n2C)c1	4	-13	3	4	3	18	0.5	-7	-3
COC(=O)CCCC(=O)N1CCCC(CCC(=O)NCc2ccc(F)c(F)c2)C1 (stereo not drawn)	-2	6	13	0	-6	10	-1.0	7	-3
CC(C)c1c(C(=O)N/N=C/c2cccc(OCc3ccc(F)cc3)c2)nnn1-c1nonc1N	27	7	21	0	-6	14	-0.9	36	27*
CCOc1ccc(CN2C(=O)c3ccccc3C2=O)cc1C(=O)Nc1nnc(SCC)s1	38	-6	6	0	7	5	6.4	-3	-2
Cc1ccc(-c2nnc(C)c(N3CCOCC3)n2)cc1	8	-4	19	-4	0	26	2.3	10	-2
CCOC(=O)c1ccc(CNC(=O)CSc2nnc(-c3ccncc3)o2)cc1	13	11	-4	-2	-2	17	-1.5	-13	-1
O=C(NCc1ccccc1)c1ccc(CNc2c(N3CCCC3)c(=O)c2=O)cc1	18	3	0	-6	-2	17	1.3	-14	0
COc1ccccc1NS(=O)(=O)c1cccc(C(=O)N/N=C(\C)c2ccncc2)c1	21	10	15	7	-2	10	-0.1	-1	2
CCCCN(c1ccccc1)c1ncnc(N)c1[N+](=O)[O-]	55*	-61	-37	-4	-1	22	0.1	-2	0
CCc1cccc(C)c1NC(=O)c1cc(-c2ccncc2)nc2ccccc12	12	16	27	18	-6	26	-1.0	42*	0
Cc1cc(C)c2c(CN3CCOCC3)cc(=O)oc2c1C	6	-14	16	-1	1	8	0.9	19	-4
O=C(CSc1nnc2scc(-c3ccc(Cl)cc3)n12)NCc1ccco1	-16	3	5	-2	0	15	-0.5	19	1
C=CCSc1nc(N)c(C#N)c(-c2ccccc2)c1C#N	16	-7	-12	-4	1	7	-1.0	3	1
